SSB-PriA inh = inhibitors of Klebsiella pneumoniae PriA binding to SSB C-terminal tail, primary screen, biochemical, AlphaScreen; inhibition, % at 33 µM; 430,000 compounds, 0.6% hits; AID 1272365, 2023; AlphaScreen SSBct-PriA binding, biotinylated peptide; PriA–SSB C-terminal tail interaction (Klebsiella pneumoniae); in the data active = inhibition mostly above about 37%, no sharp cut-off; inactive = mostly below about 20%;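 note: plate controls were negative control peptide for no effect and reference peptide for full effect; strong numbers were not always called active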
The depositor's hits bear a star; & = joins results of further samples. Only part of the results is shown, so the mix of outcomes need not match the whole.

compound	SSB-PriA inh
Cc1onc(-c2ccccc2)c1C(=O)NN=Cc1ccc(Br)cc1	-19
CCn1nc(C(=O)Nc2nnc(-c3ccc(F)cc3)o2)cc1C	3
Cc1ccccc1-n1c(SCC(=O)NN=Cc2sccc2C)nc2ccccc2c1=O	-18
CCOC(=O)C1=C(C)N=c2s/c(=C/C=C/c3ccc([N+](=O)[O-])cc3)c(=O)n2C1c1cccs1 (stereo not drawn)	5
COc1ccc(OC)c(S(=O)(=O)NCCOc2ccccc2)c1	-9
O=C(NCc1ccc(C(O)c2ccco2)s1)C(=O)Nc1cccnc1 (stereo not drawn)	6
O=C(O)[C@@H]1CCc2ccccc21	-6
CCOC(=O)c1scc(-c2ccc(C)cc2)c1S(=O)(=O)N1CCN(c2ccccn2)CC1	-2
COc1cccc(-n2nnc3c(SCC(=O)Nc4cc(C)on4)ncnc32)c1	-5
Cc1cc(OC2CCN(C(=O)c3ccc4noc(-c5ccccc5)c4c3)C2)cc(=O)o1 (stereo not drawn)	-7

Three structures out of the list, ordered by count of non-hydrogen atoms, smallest number first:
compound	SSB-PriA inh
Cc1onc(-c2ccccc2)c1C(=O)NN=Cc1ccc(Br)cc1	-19
Cc1cc(OC2CCN(C(=O)c3ccc4noc(-c5ccccc5)c4c3)C2)cc(=O)o1 (stereo not drawn)	-7
CCOC(=O)C1=C(C)N=c2s/c(=C/C=C/c3ccc([N+](=O)[O-])cc3)c(=O)n2C1c1cccs1 (stereo not drawn)	5

Next part
compound	SSB-PriA inh
CC(=NNC(=O)c1ccn(C)n1)c1ccc(NC(=O)C2CCC2)cc1	-9
O=C(Cn1nc2ncccn2c1=O)N1CCCCCC1	-12
COc1ccc(N2CCN(C(=O)N3CCCCCC3)CC2)cc1	16
O=C(CSc1nnc(-c2ccccc2)o1)Nc1ccccc1C(F)(F)F	-10&-10
Cc1cccc(-n2c(O)c(C=C3C(c4ccccc4)=Nc4ccccc43)c(=O)[nH]c2=O)c1	3
COC(=O)CN1CCC(COCc2ccc(Cl)cc2)CC1	-15
COc1nn(C)cc1C(=O)N1CCN(C[C@H](O)C2CC2)CC1	-3
O=C(OC1CN(c2nc3ccccc3s2)C1)c1ccc2c(c1)OCO2	-2
COc1cccc2cc(C(=O)NCc3sc(-c4cccs4)nc3C)oc12	-7
O=c1c2ncccc2n(Cc2cccc3ccccc23)c(=O)n1Cc1cccnc1	-4

In the list so far, these have fluorine:
compound	SSB-PriA inh
CCn1nc(C(=O)Nc2nnc(-c3ccc(F)cc3)o2)cc1C	3
O=C(CSc1nnc(-c2ccccc2)o1)Nc1ccccc1C(F)(F)F	-10&-10

Already shown: six of the compounds above.
compound	SSB-PriA inh
Cc1cccc(-n2c(O)c(C=C3C(c4ccccc4)=Nc4ccccc43)c(=O)[nH]c2=O)c1	3
COC(=O)CN1CCC(COCc2ccc(Cl)cc2)CC1	-15
COc1nn(C)cc1C(=O)N1CCN(C[C@H](O)C2CC2)CC1	-3
O=C(OC1CN(c2nc3ccccc3s2)C1)c1ccc2c(c1)OCO2	-2
COc1cccc2cc(C(=O)NCc3sc(-c4cccs4)nc3C)oc12	-7
O=c1c2ncccc2n(Cc2cccc3ccccc23)c(=O)n1Cc1cccnc1	-4

Next section.
compound	SSB-PriA inh
COC(=O)Cn1c(=NC(=O)C2COc3ccccc3O2)sc2cc3c(cc21)OCCO3 (stereo not drawn)	-5
CC(=O)c1ccc(N2CCN(C(=O)[C@@H]3CSc4nccc(=O)n4C3)CC2)cc1	-13
NC(=NOC(=O)c1cccc(F)c1)c1cccc([N+](=O)[O-])c1	-9
COc1ccc(C(O)CN2CCN(c3ccccc3Cl)CC2)cc1 (stereo not drawn)	-5
CCN(CC)S(=O)(=O)c1ccc(C(=O)Nc2nnc(-c3ccc4c(c3)OCO4)o2)cc1	-16
Cc1ccc(C(=O)N2CCN(C(=O)C(NC(=O)c3ccco3)S(=O)(=O)c3ccc(C)cc3)CC2)cc1 (stereo not drawn)	2
COc1ccc(S(=O)(=O)NCC(=O)O)cc1	-22
CCCOc1ccc(C=c2sc3nc(-c4ccco4)nn3c2=O)cc1OCC	-19
CCOCC(=O)Nc1cc(C)nn1-c1nc(-c2ccc(OCC)cc2)cs1	-4
O=C(OCc1cc(-c2ccccc2)on1)c1ccccc1C(F)(F)F	-10
O=C(Nc1cccnc1)c1c[nH]c(=O)n(Cc2ccccc2F)c1=O	-8
N#Cc1ccccc1NC(=O)C(=O)NCCc1csc(-c2cccc(F)c2)n1	-2
CC(=O)N(C)c1ccc(OCC(O)Cn2cc(/C=N\NC(N)=O)c3ccccc32)cc1 (stereo not drawn)	3
O=S(=O)(c1ccc(F)cc1)C1CN(S(=O)(=O)C2CC2)C1	-10
O=C(NCC[C@H](O)c1ccccc1)c1ccccc1Cl	-5
CCCN1C(=O)C(C)(C)COc2ccc(NS(=O)(=O)c3ccc(OC)cc3C)cc21	4
Cc1cc(NC(=O)Cc2c(C)[nH]c(=O)[nH]c2=O)ccc1Br	1
CC(=O)c1cccc(NC(=O)c2cc(-c3ccco3)nc3c2c(C)nn3C2CCS(=O)(=O)C2)c1 (stereo not drawn)	25
Cc1ccc(N2CC(NC(=O)c3ccc(C)c([N+](=O)[O-])c3)CC2=O)cc1C (stereo not drawn)	1
CC(=O)C=C(C)Nc1ccccc1O	1
COc1ccc2cc(CCNC(=O)c3c(F)cccc3Cl)c(=O)[nH]c2c1	-8
N#CC(C(=O)N1CCCCC1)=C1Nc2ccccc2S1	-22
O=C(c1ccc(F)cc1)N1CCN(c2ccc(Nc3ccncc3)nn2)CC1	-5
CCc1ccccc1NC(=O)NCCn1nc(-c2cc(OC)ccc2OC)ccc1=O	9
O=C(Nc1cccc(N2CCCCC2=O)c1)C(=O)NC1CC1	-2&6
Fc1ccccc1C=Nn1cnnc1	-10
Cc1ccccc1OCC(=O)Nc1onc2c1CSC2	-1
Fc1ccc(-c2nnc3sc(-c4ccccn4)nn23)cc1	56
Cc1ccccc1OCC(=O)NCc1ccsc1	0
COCCN(CCOC)S(=O)(=O)c1ccc(C(=O)Nc2nc3c(OC)ccc(C)c3s2)cc1	-13
ON=Cc1cccnc1Sc1ccccc1	-9
Cc1cc(O)c(C=Nc2cccc(C(F)(F)F)c2)c(=O)o1	-2
COc1ccc(Br)c(C(=O)Nc2ccccc2-c2ccc(=O)n(C)n2)c1	11
CCOc1cccc2sc(Nc3nc4cc5c(cc4s3)OCO5)nc12	-4&3
CC(C)N(CC#CCNC(=O)Nc1ccc(F)cc1)C(C)C	-3
CCOc1ccccc1C=NNC(=O)CNC(=O)c1cccs1	-9
O=C(O)CC1S/C(=N/N=C\c2ccc(N3CCOCC3)cc2)NC1=O (stereo not drawn)	2
Cn1ccc(C(=O)Nc2ccc(F)cc2)n1	8
COC(=O)c1ccc(C(=O)OC)c(NC(=O)c2cnc3sc(C)cn3c2=O)c1	-11&0
COC(=O)Nc1ccc(S(=O)(=O)NC[C@](C)(OC)c2ccccc2F)cc1	-4
COc1ccc(-c2ccc(N3CCN(C(=O)Nc4cc(OC)cc(OC)c4)CC3)nn2)cc1	2
O=C(COc1ccccc1F)N1CCSC(c2ccco2)CC1 (stereo not drawn)	-3
O=C(Nc1ccc2c(c1)N(C(=O)c1cccs1)CC2)c1c(F)cccc1Cl	10
Cc1ccc(C(=O)Nc2cccc3cnccc23)cc1S(=O)(=O)N1CCOCC1	-17
CC(O)(CNC(=O)C1CCN(S(C)(=O)=O)CC1)Cc1ccco1 (stereo not drawn)	-8
O=S(=O)(c1ccc(Cl)c(C(F)(F)F)c1)N1CCCCC1	-14
COc1cccc(C(=O)c2c(N)c(C(=O)Nc3cccc(Cl)c3Cl)c3ccccn23)c1	-15
CS(=O)(=O)N1CCCc2cc(N)ccc21	-2
COc1ccc(C(O)=C2C(=O)C(=O)N(CCN(C)C)C2c2ccc(C)cc2)cc1Cl (stereo not drawn)	-16
CSc1ccccc1NC(=O)C(=O)NCC1CCN(c2nc3ccccc3s2)CC1	-4

Additional results
compound	SSB-PriA inh
Cc1nc(C(=O)N(C)CC2Cc3ccccc3CO2)cs1 (stereo not drawn)	-9
O=C(Nc1nc(-c2cc3ccccc3oc2=O)cs1)c1cc(=O)c2ccccc2o1	3
CC(C)c1ccc(NC(=O)[C@@H]2CSCCC(=O)N2)cc1	5
O=C(CSCc1ccccc1)N1CCC(Oc2ncccc2Cl)CC1	4
O=S(=O)(Cc1ccco1)C1CCN(S(=O)(=O)/C=C/c2ccccc2)CC1	-8
O=C(C1CC1)N1CCc2ccc(NS(=O)(=O)Cc3ccc(F)cc3)cc2C1	-16
O=C(Nc1ccc(Br)cc1C(=O)O)c1cccnc1	-4
Cc1ccc2nc(C3CN(C(=O)C4CCCC4)C3)[nH]c2c1	-9
CCc1ccc(S(=O)(=O)NCC2(OC)Cc3ccccc3C2)s1	-6
CCOC(=O)c1ccc(NC(=O)c2cccn(Cc3cccc([N+](=O)[O-])c3)c2=O)cc1	-14
O=S(=O)(NC[C@@H](c1ccco1)S(=O)(=O)c1ccc(F)cc1)c1cccs1	-4
O=C(CCCCCn1c(=O)c2sccc2n(Cc2ccccc2Cl)c1=O)NCc1ccc2c(c1)OCO2	-9
Cc1cccc(NC(=O)C(=O)Nc2nc3ccccc3s2)c1	-3
COc1ccccc1C1(CNC(=O)C(=O)Nc2ccccc2Cl)CCOCC1	-9
Nc1cc(Cl)ccn1	-3
CC1(C)COc2cc(NC(=O)c3ccccc3C(F)(F)F)ccc2NC1=O	13
CC(=O)Nc1ccc2nc(NC(=O)c3ccc(C(C)=O)cc3)sc2c1	2
O=C(/C=C/c1ccco1)OCC(=O)c1ccccc1	-1
O=C(C1=Cc2cc(Br)ccc2OC=C1)N1CCOCC1	13
COc1ccc(/C=C2\SC(=S)N(C3CC(=O)N(c4cccc(C(F)(F)F)c4)C3=O)C2=O)cc1 (stereo not drawn)	-8
Cn1cccc(C(=O)NCC(O)(c2ccccc2)C2CC2)c1=O (stereo not drawn)	-10
CCCCCn1c(NS(=O)(=O)c2ccc(F)cc2)c(S(=O)(=O)c2ccc(C)cc2)c2nc3ccccc3nc21	47
O=c1cccc2ccc3ccc[nH]c3c12	11
Cc1c(C(=O)Nc2nnc(SCc3ccc(Br)cc3)s2)cccc1[N+](=O)[O-]	-3
O=C(c1ccc(Oc2ccccc2)cc1)N1CCOC[C@@H]1CO	-10
CN1C(=O)/C(=C/C2=Cc3ccccc3OC2)SC1=S	-6
Cc1nc2ccc(NS(=O)(=O)Cc3ccccc3)cc2c(=O)n1-c1ccc(Cl)cc1	-11
O=C(Nc1ccccc1Cc1nc(-c2ccncc2)no1)c1cc2ccccc2s1	-21
CCOc1ccc(-c2cccc(NC(=O)Cc3ccc(F)cc3)c2)nn1	-4
CCOC(=O)c1[nH]c(C)c(C(O)=C2C(=O)C(=O)N(CCN(C)C)C2c2cccc(OC)c2OC)c1C (stereo not drawn)	3
COC(=O)c1ccccc1N(C)C(=O)C1CN(C(C)=O)C1	-6
COc1ccc(-c2noc(CSc3nc4ccsc4c(=O)n3C3CC3)n2)c(OC)c1	-8
O=C(NCc1ccccc1)c1cn(-c2cccc(Cl)c2)nn1	-1
C=CCOc1ccc(C=NNC(=O)CC(=O)NC2CCCCC2)cc1	-13
COc1ccc(NC(=O)CSc2ccc(-n3cnc(-c4ccccc4)c3)nn2)cc1	-3
Cc1ccc(-c2csc3nnc(SCC(=O)NCCc4ccccc4)n23)cc1	-4
COc1cccc(CSc2nc(CC(=O)Nc3ccc(OC)c(Cl)c3)cc(=O)[nH]2)c1	-12
O=C(NCCn1nc(C2CC2)n(-c2ccccc2)c1=O)C1COc2ccccc2O1 (stereo not drawn)	2
O=S(=O)(c1ccc(NC(=S)NN=Cc2c3ccccc3cc3ccccc23)cc1)N1CCOCC1	-10
CCOC(=O)c1c(NC(=O)CSc2nnc(-c3ccccc3)o2)sc2c1CCC2	-6
CCNc1nc(NCC)n2c(SCC(=O)Nc3ccc([N+](=O)[O-])cc3)nnc2n1	-8
O=C(NCc1nnc(SCc2ccccn2)o1)c1cccc(C(F)(F)F)c1	-7
CSc1cccc(NC(=O)c2cn[nH]n2)c1	-6
CC12CCC(C(=O)Oc3ccc4ccccc4c3)(CC1=O)C2(C)C (stereo not drawn)	-30
CC1(C)COc2ccc(NC(=O)Cc3ccc(Cl)cc3)cc2NC1=O	18
Cc1ccc(S(=O)(=O)N=C2C=C(NS(=O)(=O)c3ccccc3)C(=O)c3ccccc32)cc1	-3
Cc1c(CNC(=O)Cn2nnc3ccccc32)sc2nc(-c3ccc(F)cc3)cn12	-23
O=S(=O)(NCC1CCN(Cc2ccccc2)CC1)c1cc(F)ccc1F	2
O=C(NN=C/C=C/c1cccc([N+](=O)[O-])c1)C(O)c1ccccc1 (stereo not drawn)	4
Cc1cc(=O)n2c(n1)SCC2CC(=O)N1CCN(C(=O)c2ccco2)CC1 (stereo not drawn)	-9

Next part
compound	SSB-PriA inh
O=C(CCc1ccc(Cl)c(F)c1)N1CC(N2C(=O)CCC2=O)C1	-2
COC(=O)c1ccc(NC(=O)CCCn2nc(-c3cccs3)ccc2=O)cc1	-13
O=C(NCCOc1ccccc1)NCCN1CCN(c2ccc(F)cc2)CC1	-2
O=C(CCCCCn1nnc2ccccc2c1=O)Nc1ccc2c(c1)OCCO2	-16
Cn1nc(CNS(=O)(=O)c2ccc(C(F)(F)F)cc2)cc1-c1ccco1	-5
O=C(Nc1cccc(Cl)c1)N(Cc1ccco1)C1CCOCC1	-8
Cc1ccc(-c2ccc(S(=O)(=O)NC[C@H]3CCCO3)cc2)cc1	-12
Cc1ccc(Cl)cc1S(=O)(=O)NCCc1ccc2c(c1)CCCN2C	59*
COc1ccc(-c2nc(SC(CC(=O)NCc3ccco3)c3ccc(C)cc3)n[nH]2)cc1 (stereo not drawn)	6

High-throughput results (PubChem)
